# Cav32 inh: inhibitors of human Cav3.2 T-type calcium channel; O95180; B-score at 10 µM; 100,000 tested, 4% active; Cav3.2-expressing cells, Fluo-4 calcium fluorescence FDSS; stronger effect = lower value; AID 449739;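 active = single-dose well whose peak fluorescence ratio is a statistical outlier from its plate by either plate-standardised score or position-corrected B-score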
# The depositor's hits bear a star.
Molecule | Cav32 inh
O=c1c(OC2OC(CO)C(O)C(O)C2OC2OC(CO)C(O)C(O)C2O)c(-c2ccc(O)cc2)oc2cc(O)cc(O)c12 (configuration not stated) | -0.34
CCOC(=O)c1[nH]c2ccccc2c1NC(=O)C1CCCCC1 | 0.45
CNC(=O)C1C2C=CC3(O2)C1C(=O)N(CCOC)C3C(=O)NCc1ccc(OC)cc1 (configuration not stated) | 0.088
CCCCSc1nnc(-c2cc3c(C(F)(F)F)nn(C)c3s2)n1C | -0.67
c1csc(C2=Nn3c(nnc3-c3ccncc3)SC2)c1 | 1.1
CC1(C(=O)N2CC3(CC(c4cccc(NC(=O)COc5ccc(Cl)cc5)c4)=NO3)C[C@@H]2C(N)=O)CC1 (some centres not stated) | 0.76
CC(=O)Nc1ccc(C(=O)Nc2ccc3c(c2)OCO3)cc1 | -0.28
N/C(Cc1cccs1)=N\OC(=O)COc1ccc(Cl)cc1Cl | 0.25
O=C(CN1CCN(c2ncc(C(F)(F)F)cc2Cl)CC1)N1CCN(c2ncc(C(F)(F)F)cc2Cl)CC1 | -3.2*
O=C(c1ccccc1)N1CCN(C(=O)c2ccncc2)CC1 | 0.14
CC(=O)/C=N/Nc1ccccc1 | -0.45
Cc1oc2c(c1C(=O)NC(Cc1c[nH]c3ccccc13)C(=O)O)CCCC2 (configuration not stated) | 0.49
c1ccc(COc2ccccc2CNCc2cccnc2)cc1 | -0.31
CC(=O)c1ccc(Oc2cc(C)nc(NCc3ccccc3)n2)cc1 | -0.51
CC(C)(C)OC(=O)CNC(=O)c1[nH]cnc1C(=O)N[C@@H](CCCCNC(=O)OC(C)(C)C)C(=O)OC(C)(C)C | -1
N#Cc1cc2c(nc1SCC(O)CS(=O)(=O)Cc1ccc(Cl)cc1)CCCC2 (configuration not stated) | -1.5
CCOC(=O)CNc1c(N2CCN(c3ccccn3)CC2)c(=O)c1=O | 0.24
COc1ccccc1-n1nc(C(=O)O)c2ccccc2c1=O | 0.4
CC(C)NC(=O)c1onc(CSc2ccc(C(C)C)cc2)c1C(=O)O | -1.2
Cc1nc2c(C#N)c[nH]n2c(=O)c1Cc1ccccc1 | 1.3
CCCC[C@@H]1CNC(=O)C(=O)N1CCc1cc(C(F)(F)F)cc(C(F)(F)F)c1 | 0.28
CCn1c2ccccc2c2cc(NC(=O)C(C)Oc3ccccc3)ccc21 (configuration not stated) | -0.2
Cc1c(N=Cc2nc3ccccc3[nH]2)c(=O)n(-c2ccccc2)n1C | 0.41
CCOC(=O)c1sc(NC(=O)c2ccc(S(=O)(=O)N(CC)CC)cc2)nc1C | 0.73
CC(Oc1ccc(Cl)cc1Cl)C(=O)NCCCN(C)C (configuration not stated) | 1.3
O=c1[nH]c(CN2CCc3ccccc3C2)nc2ccccc12 | 0.14
O=C(NNC1=C(C(=O)C(F)(F)F)CCC1)c1cccc(O)c1 | -0.65
CCOC(=O)c1c(C)n(C)c2cc(Br)c(C(=O)OC)cc12 | 0.1
COc1ccc(F)cc1S(=O)(=O)NC(Cc1ccccc1)C(N)=O (configuration not stated) | 0.68
O=C(Nc1cccc(-c2nnc(-c3ccccc3)o2)c1)C1CCCCC1 | -0.0019
CCOC(CNC(=O)c1cc(C)nn1-c1ccccc1)OCC | -0.029
COCCCNC(=O)Cn1cc(C(=O)c2cccs2)c2ccccc21 | 0.41
Cc1onc(-c2c(F)cccc2Cl)c1C(=O)OCN1C(=O)c2ccccc2C1=O | -2.2
CCc1nnc(NC(=O)Nc2ccc(OC)cc2)s1 | 1.1
NC(=O)c1cccc2c1C(=O)N(C1CCCCC1)C2 | -0.15
O=c1cc(O)nc2n1CCCS2 | 0.74
Cc1cccc(-c2c3c(=O)n(C)c(=O)n(C)c3cn2C(C)(C)C)c1 | 1.3
CCCCN(C(=O)c1cnc2n(c1=O)CCS2)c1ccccc1 | 2.2
COc1cc(C(=O)Nc2ccccc2N2CCN(S(C)(=O)=O)CC2)cc(OC)c1OC | 2.9
O=C(NC1c2ccccc2-c2ccccc21)N1CCOCC1 | 0.21
CCn1c(SCC(N)=O)nc2ccccc2c1=O | -2.2
CCOCCCNC(=O)Cn1cc2c(n1)CCCCC2 | 0.43
COC(=O)c1sccc1NC(=O)c1ccc(OC)cc1 | -2
CCOc1c2ccc(C(=O)NC3CCCc4ccccc43)cc2nn1CC (configuration not stated) | -0.084
CCOc1cc(C(=O)NC(C)c2ccncc2)cc(OCC)c1OCC (configuration not stated) | 1.8
CCN1CCN(Cc2ccc(NC(=O)c3ccc(C)c(NC(=O)c4ccc5n[nH]nc5c4)c3)cc2C(F)(F)F)CC1 | 0.036
C(=N\c1ncnc2sccc12)/NOCc1ccccc1 | -0.084
COc1ccc(S(=O)(=O)NCCSCc2ccco2)cc1Cl | -6*
O=C(COc1ccccc1)N1CCN(C(=O)c2cccs2)CC1 | 0.26
CC1=NOC(=O)/C1=C\c1ccc(-c2cccc(Cl)c2)o1 | 0.5
Nn1c(=O)c2ccccc2n2c(SCc3ccc(C(F)(F)F)cc3)nnc12 | 1.1
CCN1CCN(CC(=O)Nc2cccc(C)c2)C(=O)C1=O | -0.76
O=C1CCCC2=C1C(c1ccc(Cl)cc1)N1C(=O)CCSC1=N2 (configuration not stated) | 1.2
COc1cc(NC(=O)CCNC(=O)Cn2cnc3ccccc3c2=O)cc(OC)c1OC | 0.34
O=c1[nH]c(Nc2ccc(F)cc2)cc2ccccc12 | -0.74
COC(=O)c1cn(CC(=O)N2C(C)CCCC2C)c2ccccc12 (configuration not stated) | 0.52
O=C(Nc1ccc2c(c1)OCO2)c1ccc(COc2ccc3c(c2)CCC3)o1 | -1.9
COc1ccc(-c2csc(NC(=O)c3cccc(S(=O)(=O)N4CCN(C)CC4)c3)n2)cc1 | 0.43
O=C(c1cc(-c2ccco2)on1)N1CCOCC1 | 0.34
COc1ccc(-c2cn[nH]c2N)cc1 | 0.21

# Next results follow.
Molecule | Cav32 inh
O=C(NCc1ccccc1)C1=C[C@@H](c2ccccc2)C[C@@H](OCc2ccc(CO)cc2)O1 | -0.36
N#Cc1ccc(OCc2nnc(SCC(=O)c3ccccc3)n2-c2ccccc2)cc1 | 0.23
Cc1ccc(NC(=O)Nc2ccccc2C#N)c(Cl)c1 | 1.2
COc1ccc2nc(N3CCC(C)CC3)c(C#N)cc2c1 | -0.64
Oc1ccc(-c2[nH]ncc2-c2cccc3cccnc23)c(O)c1 | -1.3
CCOCCCNC(=O)CNC(=S)N(Cc1ccccc1F)C1CCCCC1 | -2.5
COc1ccc(NC(=O)/C(Cl)=C(/Cl)S(=O)(=O)Cc2ccc(C)cc2)cn1 | 0.46
O=C(Nc1ccccc1)N1CCN2C(=O)c3ccccc3C12c1ccccc1 (configuration not stated) | -6.9*
CCOC(=O)N1CCC(NC(=O)CN(C)S(=O)(=O)c2cc3c(cc2Cl)NC(=O)CO3)CC1 | 0.056
CCC(C)C(NC(=O)OC(C)(C)C)C(=O)NC(CC(C)C)C(N)=O (configuration not stated) | -0.75
Cc1ccc(S(=O)(=O)NC(=O)NCCCCNC(=O)NS(=O)(=O)c2ccc(C)cc2)cc1 | -0.64
COC(=O)C1C2C=CC3(CN(c4cccc(Cl)c4)C(=O)C13)O2 (configuration not stated) | -0.27
CCOc1cc(NC(=O)c2ccccc2C)c(OCC)cc1NC(=O)C1=Cc2ccccc2OC1 | 0.15
CC1CCC(NC(=O)Cn2cc3c(n2)CCCC3)CC1 (configuration not stated) | 0.056
O=C(COC(=O)c1cncc(Br)c1)NCc1ccco1 | 1
Nc1cc(=O)nc(SCC(=O)NC2CCCCC2)n1-c1ccccc1 | 0.37
COc1cc(C(CCN2CCCC2)c2c(OC)cc(OC)c3ccc(=O)oc23)cc(OC)c1OC (configuration not stated) | 0.19
Cc1cc(OCC(=O)NCC(C)C)cc(C)c1Br | -2.6
CN1CCN(C(=O)C2=C[C@@H](c3csc4ccccc34)C[C@@H](OCc3ccc(CO)cc3)O2)CC1 | 0.81
Cc1cc(C)c(S(=O)(=O)N2CCN(c3ccc([N+](=O)[O-])c(NCC4CCCO4)c3)CC2)c(C)c1 (configuration not stated) | -1.3
COc1ccc(NS(=O)(=O)c2ccc(Br)s2)cc1OC | -1.5
COc1ccc(C2CC(C(F)(F)F)n3nc(C(=O)NCCCn4ccnc4)cc3N2)cc1OC (configuration not stated) | 0.014
Cc1ccc(S(=O)(=O)Nc2ccccc2C(N)=O)cc1 | 0.75
COC(=O)c1ccccc1NC(=O)CN(Cc1ccccc1)S(C)(=O)=O | -0.092
O=C(c1ccc(F)cc1)N1CCN(c2ncccn2)CC1 | -0.27
CCOC(=O)c1cnc(SCc2ccc(C)cc2)nc1N | 0.92
CN1CCn2c1nc(N1CCCCC1)nc2=O | 0.56
O=C(Oc1cccnc1)c1cc(S(=O)(=O)N2CCOCC2)ccc1Cl | 1.5
Fc1ccc(-n2nnc(-c3ccnc4ccccc34)n2)cc1 | -0.067
COc1c(/C=N/Nc2nc(N3CCCCC3)nc(N3CCCCC3)n2)cccc1[N+](=O)[O-] | -2.1
COc1ccc(OC)c(S(=O)(=O)Nc2cccnc2)c1 | 0.34
CCc1c(C2(O)CCCCC2)[nH]c2ccc(C#N)cc12 | 0.045
Cc1ccccc1OCCSc1nnc(C)n1-c1ccccc1 | -1.6
CCOC(=O)c1cc(C)sc1NC(=O)C1CCC1 | -2.3
Cc1ccccc1OCC1Cc2c(nc(N)c(C#N)c2N)O1 (configuration not stated) | 0.0084
COc1cc(S(=O)(=O)Nc2ccccc2C)ccc1Cl | -2.5
CC(C)(C)c1nnc2sc(SC/C(O)=C(\C#N)c3nc4ccccc4[nH]3)nn2c1=O | -0.029
CCCCOc1ccc(C(O)(CC)CCN2CCOCC2)cc1 (configuration not stated) | 0.089
COc1cc(-c2noc(-c3cccc(Cl)c3)n2)cc(OC)c1OC | -0.06
COC(=O)[C@H](C)[C@H]1C[C@]1(C)[C@H](NC(=O)OCc1ccccc1)c1ccccc1 | -1.9
O=C(c1cccs1)N(Cc1ccccn1)Cc1ccco1 | 0.52
Cc1ccc(S(=O)(=O)NCC2CCC(C(=O)O)CC2)cc1 (configuration not stated) | -0.035
Cc1ccc(NC(=S)NC2CC3CCCC(C2)N3Cc2cccs2)cc1 (configuration not stated) | -3
COc1ccc(Cc2nnc(SCc3nc4ccccc4c(=O)[nH]3)o2)cc1 | 0.075
COc1ccc(C(=O)Nc2cc(Cl)ccc2OC(=O)c2ccc(OC)cc2)cc1 | 0.14
COc1ccccc1NC(=O)CSc1ccc2nnc(-c3ccncc3)n2n1 | 1.4
CCC(=O)N(CCC1(C(C)C)CCOC(C)(C)C1)Cc1ccco1 (configuration not stated) | -2
Cc1cccc(NC(=S)NC2CC3CCCC(C2)N3CC(C)C)c1 (configuration not stated) | -1.6
Cc1cccnc1NC(=O)Nc1cccc2ccccc12 | -0.37
CS(=O)(=O)N(Cc1nnc(-c2cccs2)o1)c1ccc(Cl)cc1F | -0.3
CCCOC(=O)CN1C(=O)c2ccc(C(=O)OCCC)cc2C1=O | -0.61
O=C(Nc1ccccc1C(=O)NCCN1CCOCC1)c1ccco1 | 0.16
COc1ccc(N(CC(=O)N2c3ccccc3CC2C)S(=O)(=O)c2c(C)noc2C)cc1 (configuration not stated) | -4.5
CCS(=O)(=O)C(=C(Nc1ccc(OC)cc1)Nc1ccc(OC)cc1)S(=O)(=O)CC | 0.68
CCOC(=O)C1=C(O)/C(=C/c2cc(OC)c(OC)c(OC)c2)N=C1C | 2.4
COc1ccc(CNC(=O)CS(=O)Cc2nc(-c3ccccc3C)oc2C)cc1 (configuration not stated) | -1.6
COc1ccc(S(=O)(=O)N2CCN(C(=O)c3c(-c4ccccc4)noc3C)CC2)cc1 | 0.48
C#CCOCCOCCOCCNc1nc(N2CCN(C(=O)Cn3cc(CCCCN)nn3)CC2)nc(N2CCN(C(=O)Cn3cc(CCCCN)nn3)CC2)n1 | 0.11
Cc1cc(NC(=O)c2noc3c2CCCC3)no1 | 0.72
CN(C)c1ccc(NC(=O)CSc2nc3c(c(=O)[nH]2)CCCC3)cc1 | 0.47

# Next entries.
Molecule | Cav32 inh
Oc1c(Cl)cc(Cl)c(Cl)c1Cc1c(O)c(Cl)cc(Cl)c1Cl | -5*
COc1ccc2cc(CCNC(=O)C3CCCC3)c(=O)[nH]c2c1 | -0.12
COCc1c(C(=O)OCC(=O)c2c(N)n(CC(C)C)c(=O)n(C)c2=O)oc2ccccc12 | -4.2
Cc1nn(-c2ccccc2)c(Cl)c1C(=O)Nc1nnc(C2CCCC2)s1 | -5*
Cc1nc2cc(NC(=O)Nc3nccs3)ccc2n1C | -0.18
O=S(=O)(c1ccccc1)c1nc(-c2ccccc2Cl)oc1NCCN1CCOCC1 | 0.23
NC(=O)C1=C[C@H](c2ccccc2)C[C@H](OCc2ccc(CO)cc2)O1 | 0.38
CCC(C)NC(=O)CN(c1ccc(OC)cc1)S(=O)(=O)c1ccc(NC(C)=O)cc1 (configuration not stated) | 0.016
COc1ccc(N2CCN(S(=O)(=O)c3ccc(C(=O)NCc4ccco4)cc3)CC2)cc1 | -3.9*
CCc1nnc(NC(=O)c2cccc(OC)c2)s1 | -0.084
COc1ccc(CN2CCN(C(=O)CC(C)C)CC2)cc1OC | 0.41

# High-throughput results (PubChem BioAssay)

# Only part of the results is shown; the hit share may differ from the screen's.
